pCIP destab: lowers stability of the mouse p/CIP coactivator protein. Q05BA5. decrease of EGFP signal, % at 10 µM. 290,000 compounds, 0.01% hits. F442A p/CIP-EGFP cells, EGFP fluorescence, 16 h. AID 1984;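 active = EGFP signal decrease of at least 30% at 10 µM or well 3 SD below plate mean, unless failing retest; inactive = the rest, including hits failing retest or dose response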; note: some compounds called inactive have numbers as strong as hits; many of its hits are not listed in these tables
IDE inh: inhibitors of human insulin-degrading enzyme in cells; P14735; HEK cells, FAbetaB cleavage, fluorescence polarization; inhibition, % at 5.59 µM; 320,000 compounds, 0.41% hits;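 active = percent inhibition above the average of all tested compounds plus 3 SD, set per screening campaign, cut at about 16% in these data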;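 note: IDE supplied by intact live HEK cells; FP after avidin binding of uncleaved biotin substrate so inhibition keeps polarization high; 0% = DMSO wells and 100% = 60 µM reference IDE inhibitor Ii1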
IDE cell activ: boosts human insulin-degrading enzyme activity in HEK cells; FAbeta-B cleavage, fluorescence polarization; 0% vehicle, 100% cell-free pure enzyme wells; P14735; 340,000 compounds, 0.073% hits; AID 493087; activation, % at 5.96 µM;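 active = activation above the mean of all tested compounds plus 3 SD, set per screening campaign, cut at about 17% in these data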
MEKK2wt PB1 HTS: raises or lowers MEK5 binding to wildtype human MEKK2 PB1 domain | Q9Y2U5 | bead flow cytometry, Alexa488-MEK5 binding to MEKK2 WT; actives lie on both sides | binding response (% of control), % at 10 µM | 290,000 compounds, 1.1% hits | AID 1531; in the data active = binding response below about 67% or above about 130%
M18AAP inhibitor: PfM18AAP enzyme inhibition; 290,000 compounds, 1.2% hits; inhibition, % at 7.35 µM; recombinant PfM18AAP, H-Glu-NHMec fluorogenic cleavage;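 active = inhibition above the campaign mean inhibition over all tested compounds plus 3 SD, cut at about 28% in these data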;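 note: 0% = plate median of test compound wells and 100% = 2 mM ZnCl2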
NALP1 yeast inh: NALP1 inhibition. 280,000 compounds, 0.61% hits. S. cerevisiae NALP1/ASC/caspase-1 growth, X-gal OD620, 72 h. inhibition, % at 10 µM; in the data active = inhibition mostly above about 24%, no sharp cut-off; inactive = mostly below about 32%; note: some compounds called inactive have numbers as strong as hits
MEKK3 PB1 HTS: MEKK3-MEK5 PB1 interaction, increase or decrease | bead-based flow cytometry, Alexa488-MEK5 binding to MEKK3; actives lie on both sides; 0 = blocked by unlabeled MEK5, 100 = vehicle | binding response (% of control), % at 10 µM | 290,000 compounds, 1.4% hits | AID 1529;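 active = binding response more than 3 SD above or below the average of its plate-row segment, actives on both sides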;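 note: Alexa488 bead fluorescence after subtracting the streptavidin-only scavenger bead signal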
Target sequence (Q99759 whole entry, looked up): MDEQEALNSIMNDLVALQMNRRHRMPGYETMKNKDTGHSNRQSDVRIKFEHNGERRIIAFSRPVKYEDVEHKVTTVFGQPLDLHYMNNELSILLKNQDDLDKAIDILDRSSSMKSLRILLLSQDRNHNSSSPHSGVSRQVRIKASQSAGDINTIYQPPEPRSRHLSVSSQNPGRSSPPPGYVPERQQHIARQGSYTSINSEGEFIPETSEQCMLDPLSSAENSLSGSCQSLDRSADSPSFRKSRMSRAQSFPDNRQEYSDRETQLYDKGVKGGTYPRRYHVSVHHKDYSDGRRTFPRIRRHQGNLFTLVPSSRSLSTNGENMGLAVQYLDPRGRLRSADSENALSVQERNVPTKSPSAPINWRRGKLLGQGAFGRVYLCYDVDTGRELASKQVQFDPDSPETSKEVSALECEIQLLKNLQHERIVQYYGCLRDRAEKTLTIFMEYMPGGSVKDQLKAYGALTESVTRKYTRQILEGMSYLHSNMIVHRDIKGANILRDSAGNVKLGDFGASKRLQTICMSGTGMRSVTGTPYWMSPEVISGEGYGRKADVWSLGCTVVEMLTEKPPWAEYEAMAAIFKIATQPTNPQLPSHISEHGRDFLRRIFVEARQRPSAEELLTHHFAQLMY
MEKK2mut PB1 HTS: signal of MEK5 binding to mutant human MEKK2 PB1 domain; bead flow cytometry, Alexa488-MEK5 binding to MEKK2 mutant; percent response, % at 10 µM; 290,000 compounds, 0.35% hits; AID 1530; in the data active = percent response above about 24%, passing the limit was not always enough; note: inactives centre near 1; some results filed as inactive read as strong as hits; reference of the scale not given here
SUMO HTRF inh: inhibitors of human SUMOylation (UBC9); P63279; HTRF SUMOylation assay, SAE1/SAE2 + UBC9, in vitro; inhibition, % at 35 µM; 290,000 compounds, 0.36% hits; AID 2006; in the data active = inhibition above about 50%, passing the limit was not always enough; note: strong numbers were not always called active
Target sequence (P63279 whole entry, looked up): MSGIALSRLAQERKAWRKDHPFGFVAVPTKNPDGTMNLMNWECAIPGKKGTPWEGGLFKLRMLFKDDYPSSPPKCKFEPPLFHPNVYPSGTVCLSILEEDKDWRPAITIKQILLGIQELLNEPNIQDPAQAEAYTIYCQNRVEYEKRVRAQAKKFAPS
Numbers without * were called inactive; i = inactive; · = no result given; [ ] = another dose, or the depositor's remark. An excerpt; the hit share may differ from the screen's.

Compound	pCIP destab	IDE inh	IDE cell activ	MEKK2wt PB1 HTS	M18AAP inhibitor	NALP1 yeast inh	MEKK3 PB1 HTS	MEKK2mut PB1 HTS	SUMO HTRF inh
COc1ccc(C(=O)Nc2cnccn2)cc1[N+](=O)[O-]	-14	0	1	106	-16	20	102	5	7
COc1ccc(C(Nc2cccc([N+](=O)[O-])c2)P(=O)(OC(C)C)OC(C)C)cc1 (stereo not given)	-3	7	7	103	-2	-12	108	8	-9
FC(F)(F)c1ccc(NCc2ccccn2)nc1	-7	0	2	95	-1	12	95	3	20
O=C1N=C(N2CCOCC2)S/C1=C\c1ccc(OS(=O)(=O)c2ccccc2)cc1	-7	-2	1	109	-1	-3	124	-1	-6
Cc1ccc(S(=O)(=O)N(C)CC(=O)OCC(=O)NC(c2ccccc2)c2ccccc2)cc1	-9	2	-2	94	-9	17	97	-4	-4
Cn1c(=O)c(NC2CCCCC2)c2c3c(cccc31)C(=O)c1ccccc1-2	i	·	-95	37*[inhibitor]	-3	8	59	-20	25
COCCNC(=O)C(=O)N/N=C(\C)CC(=O)Nc1ccc(Cl)cc1Cl	-9	4	5	103	-6	13	101	-3	10
CCN(CC)C(=O)c1ccc(Cn2cc([N+](=O)[O-])cn2)o1	-33	8	1	92	5	5	96	-9	4
COc1cccc(CNC(=O)CCNC(=O)Cn2ccc3ccccc3c2=O)c1	-13	5	5	96	4	11	95	-2	-6
COc1ccc(-c2cc(C(=O)O)no2)cc1	-18	9	2	86	2	-19	93	-11	30
COc1ccc(-n2ncc(C(C)NS(=O)(=O)c3ccc(C(C)=O)cc3)c2C)cc1 (stereo not given)	7	0	7	103	-6	24	97	2	30
CC1CCN(S(=O)(=O)c2ccc3c(c2)N(CC(=O)NCCCN2CC(C)CC(C)C2)C(=O)CS3)CC1 (stereo not given)	-11	8	2	117	-2	12	102	5	·
COc1ccc2cc(-c3csc(-c4cccnc4)n3)ccc2c1	1	-2	2	115	4	7	103	3	-3
CCC(CC)NC(=O)Nc1ccc(F)cc1F	4	2	1	102	0	-4	104	0	-17
Cc1cc(-c2ccccc2)nc(N2CCN(c3ccccn3)CC2)n1	12	-6	2	100	0	-18	103	1	9
CCC(=O)N1CCN(c2ccc(NC(=S)NC(=O)C(C)C)cc2)CC1	7	-5	4	99	-1	4	100	5	11
O=C(CCN1C(=O)c2ccccc2C1=O)Nc1ccccc1C(=O)N1CCOCC1	-14	4	16	99	-2	24	101	5	21
CCC(=O)NCCc1cc2cc(C)c(C)cc2[nH]c1=O	5	2	6	·	4	19	·	·	-12
CCOc1ccc(CCNC(=O)c2ccc3c(=O)n4c(nc3c2)CCCCC4)cc1	-1	-6	-4	105	-4	23	106	2	8
CNc1nc2[nH]c(=O)c3c(c2s1)OC(N)=C(C#N)C3c1cccc(F)c1 (stereo not given)	-14	-4	1	·	0	-10	·	·	4

In the list so far, 7 have four or more nitrogen atoms:
Compound	pCIP destab	IDE inh	IDE cell activ	MEKK2wt PB1 HTS	M18AAP inhibitor	NALP1 yeast inh	MEKK3 PB1 HTS	MEKK2mut PB1 HTS	SUMO HTRF inh
COc1ccc(C(=O)Nc2cnccn2)cc1[N+](=O)[O-]	-14	0	1	106	-16	20	102	5	7
COCCNC(=O)C(=O)N/N=C(\C)CC(=O)Nc1ccc(Cl)cc1Cl	-9	4	5	103	-6	13	101	-3	10
CCN(CC)C(=O)c1ccc(Cn2cc([N+](=O)[O-])cn2)o1	-33	8	1	92	5	5	96	-9	4
CC1CCN(S(=O)(=O)c2ccc3c(c2)N(CC(=O)NCCCN2CC(C)CC(C)C2)C(=O)CS3)CC1 (stereo not given)	-11	8	2	117	-2	12	102	5	·
Cc1cc(-c2ccccc2)nc(N2CCN(c3ccccn3)CC2)n1	12	-6	2	100	0	-18	103	1	9
CCC(=O)N1CCN(c2ccc(NC(=S)NC(=O)C(C)C)cc2)CC1	7	-5	4	99	-1	4	100	5	11
CNc1nc2[nH]c(=O)c3c(c2s1)OC(N)=C(C#N)C3c1cccc(F)c1 (stereo not given)	-14	-4	1	·	0	-10	·	·	4

Remaining list, next part
Compound	pCIP destab	IDE inh	IDE cell activ	MEKK2wt PB1 HTS	M18AAP inhibitor	NALP1 yeast inh	MEKK3 PB1 HTS	MEKK2mut PB1 HTS	SUMO HTRF inh
Cc1ccc2cc(/C=N/Nc3nc4ccccc4[nH]3)c(Cl)nc2c1	18	·	-1	109	4	20	103	5	-87
CCCn1c(=O)c(C(=O)Nc2ccccc2)c(O)c2ccccc21	-3	5	-1	101	-1	11	94	-2	15
COc1ccc(OS(=O)(=O)c2c(C)noc2C)cc1	-5	4	9	98	-2	2	101	-1	6
CCc1ccc(NC2=NCC(=O)N2Cc2ccc3c(c2)OCO3)cc1	-3	-3	-2	107	-3	17	105	6	17
O=C(CCc1ccc(Oc2cc([N+](=O)[O-])cc([N+](=O)[O-])c2)cc1)NC1CCCC1	-10	-10	6	102	-1	4	105	-1	2
CCOc1ccc(S(=O)(=O)Nc2ccccc2SC)cc1	2	-1	-7	99	-1	3	98	7	-12
COCCCNC(=O)CSc1nc2ccccc2c(=O)n1CCC(=O)NCCc1ccc(OC)c(OC)c1	-1	4	2	103	4	1	102	4	10
O=C(COC(=O)c1ccccc1Cl)NCCC1=CCCCC1	-8	8	-1	99	-2	-7	99	-11	16
O=[N+]([O-])c1cccc(S(=O)(=O)[N-]c2nc3ccccc3nc2-n2cc[n+](Cc3ccccc3)c2)c1	5	9	3	97	-11	7	101	-2	19
c1ccc2nc3c(cc2c1)CCCCC3	-3	-2	-4	71	-7	·	72	-6	10
COC(=O)C1=C(C)OC(N)=C(C#N)C1c1cc(C)sc1C (stereo not given)	-14	4	-3	121	4	2	111	8	17
O=C(Nc1cc(Cl)c(O)c(Cl)c1)C1CCCO1 (stereo not given)	-2	6	6	106	-2	2	108	5	6
CC(C)c1c(O)nc(SCCN2CCOCC2)[nH]c1=O	-6	-2	0	98	0	18	93	-1	32
CN(C)S(=O)(=O)c1ccc2oc(SCC(N)=O)nc2c1	1	-1	0	106	-13	-7	104	3	0
CN(Cc1ccccc1)C(=O)Cc1ccccc1	3	2	5	105	1	7	107	11	-5
CN1CCN(S(=O)(=O)Cc2ccccc2Cl)CC1	10	-4	2	103	2	13	103	7	4
Cc1c2c(n3c(nc4ccccc43)c1C#N)N(c1ccccc1)CC2	-21	·	·	101	4	13	100	-1	20
COc1cccc(C(=O)N2CCCC(Nc3ccc(C)c(C)c3)C2)c1 (stereo not given)	-5	-5	1	104	11	18	102	7	6
COc1ccccc1N1CCN(S(=O)(=O)c2cc(Br)cnc2N)CC1	-5	3	5	99	0	18	100	-3	·
CCc1ccc(CN2CCCC(C(=O)Nc3ccccc3-c3ccc(OC)cc3)C2)o1 (stereo not given)	-15	-1	2	101	-11	-7	101	2	·

Further structures follow:
Structure | pCIP destab | IDE inh | IDE cell activ | MEKK2wt PB1 HTS | M18AAP inhibitor | NALP1 yeast inh | MEKK3 PB1 HTS | MEKK2mut PB1 HTS | SUMO HTRF inh
Cc1ccc(CN2CCC(Oc3cccc(C(=O)NCc4cccnc4)c3)CC2)o1 | 13 | 3 | 6 | 110 | -2 | 14 | 103 | 10 | -5
CCc1nn(C(C)C(=O)N2CCN(c3ccccc3)CC2)c(=O)c2cc3occc3n12 (stereo not given) | -7 | -3 | 2 | 97 | -1 | 12 | 101 | -3 | -8
COC(=O)C1=C(C)NC(=O)NC1c1ccc(-c2ccccc2Cl)o1 (stereo not given) | 14 | 7 | -2 | 94 | -14 | 13 | 93 | -2 | 7
O=C(Nc1nnc(CCS(=O)(=O)c2ccc3ccccc3c2)s1)c1cccs1 | -20 | 0 | -3 | 99 | -6 | 18 | 103 | 18 | 1
CCCC(=O)NC(=S)Nc1cccc(NC(=O)c2ccc(Cl)cc2Cl)c1 | 0 | 2 | 2 | 89 | -18 | 23 | 92 | -5 | -24
O=c1oc2cc(O)ccc2cc1-c1nc2c(s1)CCc1ccccc1-2 | -241 | 128* | 31* | 82 | 4 | 28 | 91 | -7 | 29
O=C(CSc1nc2cc(C(F)(F)F)ccc2n1Cc1ccccc1)NC1CCS(=O)(=O)C1 (stereo not given) | 0 | 3 | 1 | 97 | -1 | 24 | 95 | -2 | 2
COC(=O)c1onc(-c2c(OC)cc(OC)cc2OC)c1C(=O)OC | -14 | -2 | -4 | 107 | 1 | 30 | 108 | -1 | 19

Later entries
Structure | pCIP destab | IDE inh | IDE cell activ | MEKK2wt PB1 HTS | M18AAP inhibitor | NALP1 yeast inh | MEKK3 PB1 HTS | MEKK2mut PB1 HTS | SUMO HTRF inh
[O-][N+]12CCCCC1CCCC2CO (stereo not given) | -6 | 1 | 3 | 112 | 5 | 2 | 104 | 9 | 6
COCCn1c(SCC(=O)N2CCC(C)CC2)nc2c(c1=O)SCC2 | -10 | 8 | 3 | 109 | -2 | 11 | 110 | 10 | 8
CNC(=O)C1CC(=O)N(c2ccc(C)cc2)C1 (stereo not given) | 3 | 1 | 4 | 95 | -1 | 9 | 87 | -2 | -21
CCOC(=O)c1nn(-c2ccccc2)c(-c2ccccc2)c1C(=O)c1ccccc1 | -11 | 1 | -2 | · | 4 | 0 | · | · | -19

Screening data: PubChem, several laboratories
